# Assay outcomes from PubChem.
# MC4R antag cAMP – blocks human MC4R cAMP signaling; MC4R-expressing cells, MTII-stimulated cAMP, LANCE TR-FRET; inhibition, % at 6.5 µM; P32245; AID 540295; 0.48% of 360,000 active;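 active = inhibition above its plate's cutoff, the mean of tested wells on that plate plus 3 SD, cut at about 29% in these data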;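 note: 0% = Melanotan II alone and 100% = Melanotan II plus saturating MCL0020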
# Target sequence (P32245 whole entry, looked up): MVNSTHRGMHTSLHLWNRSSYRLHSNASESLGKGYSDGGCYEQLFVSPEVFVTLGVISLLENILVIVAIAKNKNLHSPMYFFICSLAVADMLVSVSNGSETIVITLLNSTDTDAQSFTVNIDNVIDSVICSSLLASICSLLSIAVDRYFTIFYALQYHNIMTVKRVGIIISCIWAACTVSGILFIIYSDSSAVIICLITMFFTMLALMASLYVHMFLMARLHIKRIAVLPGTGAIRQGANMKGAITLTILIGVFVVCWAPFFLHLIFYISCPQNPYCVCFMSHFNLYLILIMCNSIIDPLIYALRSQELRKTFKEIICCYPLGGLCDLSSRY
#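 system = U2OS cells with stable human MC4R expression | also added = Melanotan II challenge after compound preincubation | dosing = one concentration, 6.5 µM nominal | incubation = compound 30 min, challenge 1 h, detection 1 h | measured by = TR-FRET with Eu-cAMP and labeled anti-cAMP, 671 nm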
# Granule exo inh – blocks lytic granule exocytosis | inhibition, % at 10 µM | AID 651702 | TALL-104 LAMP-1 surface exposure, flow cytometry; cells stimulated with thapsigargin and PMA | 0.66% of 360,000 active;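 active = inhibition above about 55%, limit read from the data; inconclusive = no clear call, values can overlap the other calls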
# ABHD5 PLIN5 PPI – ABHD5-PLIN5 protein interaction inhibition | Q00G26+Q8WTS1 | inhibition, % at 4 µM | Split G. princeps luciferase complementation, luminescence, 4 h | 0.78% of 360,000 active;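 active = inhibition above the mean inhibition across every tested compound plus 3 SD, cut at about 22% in these data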;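 note: 0% = DMSO only wells and the 100% control is not disclosed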
# Vif imaging – HIV Vif inhibition. HEK293T cells, Vif self-association by quenched fluorescence, imaging, 24 h. inhibition, % at 7.49 µM. 0.35% of 340,000 active. AID 602346; in the data active = inhibition above about 50%, passing the limit was not always enough; inconclusive = no clear call, values can overlap the other calls; inactive = below about 31%; note: some results filed as inactive read as strong as hits
# TLR9-MyD88 inh – TLR9-MyD88 interaction inhibition; Q9NR96+Q99836; CHO BLA complementation TLR9-MyD88, CCF4 FRET ratio; inhibition, % at 4.98 µM; 0.21% of 340,000 active;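 active = inhibition above the mean over all tested compounds plus 3 SD, cut at about 21% in these data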;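 note: 0% = DMSO only wells and 100% = clavulanate BLA inhibitor control wells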
# NOD2-RIPK2 inh – inhibitors of human NOD2-RIPK2 interaction. CHO BLA complementation NOD2-RIPK2, CCF4 ratio. 0.38% of 360,000 active. inhibition, % at 4.98 µM; in the data active = inhibition above about 21%;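 note: 0% = vehicle only and 100% = reference blocker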
# Target sequence (O43353 whole entry, looked up): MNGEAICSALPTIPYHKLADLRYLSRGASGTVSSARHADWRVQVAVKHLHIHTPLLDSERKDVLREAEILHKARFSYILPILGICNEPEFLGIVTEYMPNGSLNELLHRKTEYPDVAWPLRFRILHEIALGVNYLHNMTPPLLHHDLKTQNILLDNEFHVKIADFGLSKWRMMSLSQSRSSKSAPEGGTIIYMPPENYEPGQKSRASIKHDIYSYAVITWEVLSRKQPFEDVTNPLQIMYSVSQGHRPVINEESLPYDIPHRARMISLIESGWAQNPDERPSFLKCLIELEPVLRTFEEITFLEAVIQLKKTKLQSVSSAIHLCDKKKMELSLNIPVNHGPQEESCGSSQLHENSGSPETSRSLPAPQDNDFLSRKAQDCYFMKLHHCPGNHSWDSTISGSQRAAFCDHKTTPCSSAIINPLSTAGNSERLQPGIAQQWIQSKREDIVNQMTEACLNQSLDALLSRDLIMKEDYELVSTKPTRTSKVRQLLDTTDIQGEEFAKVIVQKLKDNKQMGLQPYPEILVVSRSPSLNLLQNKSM
# aDG glyco act – increases alpha dystroglycan glycosylation. Pro5-aDG cells, alpha-DG glycosylation AlphaScreen (IIH6); 0% Pro5, 100% B10-LARGE cell signal. activation, % at 10 µM. 0.22% of 360,000 active;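 active = activation of at least 8% versus controls, or a plate z-score of at least 8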;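 note: Pro5 are CHO cells carrying HIG-tagged alpha-DG that lacks glycosylation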
# MC4R barr agon – agonists of human melanocortin 4 receptor (MC4R) beta-arrestin. U2OS MC4R beta-arrestin complementation, luminescence; percent of melanotan II response, DMSO zero. activation, % at 8.9 µM. 0.98% of 360,000 active. P32245;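 active = activation above a per-plate cutoff, the mean activation of sample wells on that plate plus 3 SD, cut at about 8% in these data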
# N-glyco inh – blocks N-linked glycosylation in D54 reporter cells. D54 ERlucT glycosylation luciferase reporter, 24 h; percent of 100 nM tunicamycin response. reporter increase, % at 12.5 µM. 0.23% of 360,000 active. AID 588692;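 active = mean luciferase reporter signal, scaled so untreated is 0 and the glycosylation-blocking control 100, at or above a set limit in every replicate; inconclusive = mean reaches the limit but not every replicate does; inactive = mean below the limit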;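 note: luciferase carries N-glycosylation sites so blocking glycosylation raises the light; 0% = median of neutral control wells and 100% = median of 100 nM tunicamycin wells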
# ABCB6 inh MLPCN – human ABCB6 transporter inhibition; K562-ABCB6 porphyrin accumulation, flow cytometry, 1 h; active compounds read low; fluorescence ratio to DMSO, % at 10 µM; 0.19% of 360,000 active;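 active = fluorescence ratio to DMSO below 75%, the collection mean minus 3 SD; inconclusive = too few cells collected in the well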;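 note: signal is porphyrin accumulated inside mitochondria; 100% equals median channel fluorescence of DMSO control wells; lower ratio means ABCB6 inhibition with less porphyrin fluorescence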
# Starred values were filed as active, the others as inactive; ? = inconclusive; nt = no result given. Only part of the results is shown, so the mix of outcomes need not match the whole.
SMILES,MC4R antag cAMP,Granule exo inh,ABHD5 PLIN5 PPI,Vif imaging,TLR9-MyD88 inh,NOD2-RIPK2 inh,aDG glyco act,MC4R barr agon,N-glyco inh,ABCB6 inh MLPCN
CC(=O)c1ccc(C(=O)N2CCCC(C(=O)c3ccc(Cl)cc3)C2)s1 (configuration not stated),3,-6,-8,-2,5,0,0.3,-2.7,-1,89
Cc1ccc(-c2csc(C3=C(O)CN(NC(=O)c4ccco4)C3=N)n2)cc1,8,2,-1,-6,4,3,-0.1,3.7,0,107
O=C(c1ccc(CSCc2ccccc2F)o1)N1CCN(c2ccc(N3CCOCC3)nn2)CC1,12,-10,1,-4,8,1,-0.2,-1.0,-1,86
CCOC(=O)CSC1=C(C#N)C(c2ccc3c(c2)OCO3)CC(=O)N1 (configuration not stated),4,0,0,11,2,-10,-0.2,-2.9,6,90
COc1ccc2c(CC(=O)N3CCc4cc(OC)c(OC)cc4C3)coc2c1,8,2,-2,1,-3,-8,0.0,0.5,-3,93
Cn1ccnc1SCc1nc2c(cnn2-c2ccccc2)c(=O)[nH]1,-3,-3,5,3,-2,5,-0.2,-1.2,0,97
O=C(NNC(=O)c1ccccc1Br)c1ccc(Cl)cc1,0,2,-11,-4,-8,-12,-0.2,-0.3,1,99
O=S(=O)(c1ccc(Cl)s1)N1CCNCC1,1,-2,5,5,-9,-11,0.0,-1.9,4,95
CCC(CC)c1nnc(NC(=O)Cc2c[nH]c3ccccc23)s1,4,-1,-1,-5,-2,7,-0.1,1.2,3,88
CC(C)N(C#N)c1nc(N2CCOCC2)nc(N2CCOCC2)n1,4,-1,1,-4,4,0,-0.3,-1.6,0,85
CSCCC(NC(=O)c1ccccc1Br)C(=O)NNC(=O)c1cc(C)oc1C (configuration not stated),2,2,-6,?,-16,8,-0.3,-0.6,0,94
C=CCc1cccc2cc(C(=O)Nc3ccc(F)cc3)c(=O)oc12,4,-5,-5,-11,10,-15,0.1,-1.1,0,97
CCOC(=O)N(C)C[C@H]1OCc2cnnn2CCCC(=O)N([C@@H](C)CO)C[C@H]1C,10,-1,-2,-5,-8,2,0.0,0.0,2,101
Cc1ccc(NC(=O)c2cc3ccccc3cc2O)cc1,14,-6,-6,-17,-12,2,-0.2,0.6,-4,96
COc1ccc(N=Nc2cc(C)ccc2O)cc1,-1,0,0,-3,-1,2,0.0,-1.6,-18,92

# Compound profiles, as listed above. Values in the order: MC4R antag cAMP	Granule exo inh	ABHD5 PLIN5 PPI	Vif imaging	TLR9-MyD88 inh	NOD2-RIPK2 inh	aDG glyco act	MC4R barr agon	N-glyco inh	ABCB6 inh MLPCN
# `O=C(c1ccc(CSCc2ccccc2F)o1)N1CCN(c2ccc(N3CCOCC3)nn2)CC1` across the screens: 12	-10	1	-4	8	1	-0.2	-1.0	-1	86
# `CSCCC(NC(=O)c1ccccc1Br)C(=O)NNC(=O)c1cc(C)oc1C` (configuration not stated) across the screens: 2	2	-6	?	-16	8	-0.3	-0.6	0	94
# `Cc1ccc(NC(=O)c2cc3ccccc3cc2O)cc1` across the screens: 14	-6	-6	-17	-12	2	-0.2	0.6	-4	96

# Going on with the list:
SMILES,MC4R antag cAMP,Granule exo inh,ABHD5 PLIN5 PPI,Vif imaging,TLR9-MyD88 inh,NOD2-RIPK2 inh,aDG glyco act,MC4R barr agon,N-glyco inh,ABCB6 inh MLPCN
CCCC(=O)Nc1c(-c2cccc(C)c2)c(=O)c2ccccc2n1C,0,15,-6,nt,-1,12,0.2,-1.6,2,108
O=S(=O)(c1ccc(F)cc1)c1nc(-c2ccc(F)cc2)oc1NCCN1CCOCC1,6,0,2,-1,6,10,0.0,-2.6,-1,97
CCOC(CNC(=O)c1cccc([N+](=O)[O-])c1)OCC,-1,2,3,4,-2,3,0.8,-1.9,1,103
Cc1ccc(S(=O)(=O)NC(=O)C2(C)CCN2C(=O)C2CCCCC2)nc1 (configuration not stated),4,0,9,12,nt,-7,-0.3,-0.3,0,104
COc1ccccc1N1CCN(Cc2nc(N)nc(Nc3ccc(C)c(Cl)c3)n2)CC1,12,3,11,-13,-5,-4,0.7,0.5,5,93
CCOC(=O)c1sc2nc(CSc3ccccc3)nc(N3CCCN(C)CC3)c2c1C,3,32,12,11,2,17,1.6,2.8,3,103
Cn1c(=O)c2[nH]c(C(O)c3ccc(Cl)cc3)nc2n(C)c1=O (configuration not stated),8,-9,8,3,-2,2,-0.1,-1.1,-1,92
COc1ccc(C(=O)NC(=S)Nc2ccc3oc(=O)ccc3c2)cc1[N+](=O)[O-],4,-3,-9,-1,4,2,0.4,-2.9,-8,99
CC(C)c1ccc(CN2CCC(C)(Oc3ccc(Cl)cc3)C2)cc1 (configuration not stated),5,-5,5,4,nt,7,-0.3,0.6,-1,99
Cc1ccc(NC(=O)CNc2ccccc2CN(C)C2CCCCC2)cc1,-2,0,6,4,-6,-9,-0.1,-0.9,-2,94
COc1ccccc1-c1nc(C#N)c(N2CCN(c3cccc(Cl)c3)CC2)o1,4,0,3,-1,6,-8,0.2,-0.8,0,90
CC1CCCC(NC(=O)CSc2n[nH]c(N)n2)C1C (configuration not stated),5,-4,-1,4,-4,-5,0.0,-1.6,1,99
Cc1cccc(Cn2cnc3c(nnn3Cc3ccc(F)cc3)c2=O)c1,3,4,-2,nt,-31,5,0.1,2.9,-1,94
COC(=O)C1=C(C)N(Cc2ccccc2)C(=NCCN2CCOCC2)N[C@H]1CCc1ccccc1,11,-5,0,-4,-5,18,-0.1,0.9,-2,95
C[C@H](CO)N1C[C@H](C)[C@@H](CN(C)S(=O)(=O)c2ccccc2)Oc2ccc(NC(=O)Cn3cnnn3)cc2C1=O,7,0,5,9,5,-11,0.0,1.0,2,97
Cc1onc(-c2c(F)cccc2Cl)c1C(=O)Nc1nnc(C(F)(F)F)s1,48*,-1,-2,-35,-13,-15,0.1,-4.0,1,103
CN(Cc1ccccc1)C(=O)CCC1CCN(S(=O)(=O)N(C)C)CC1,-4,3,-8,2,2,-10,0.0,1.3,1,99
CC(C)Cn1c(-c2ccncc2)n[nH]c1=S,6,-2,5,-10,-6,-2,0.0,-0.9,-1,100
O=C(CCCc1nc(-c2ccc(Cl)cc2)no1)NC1CCCC1,7,57*,4,-23,-12,0,2.5,-0.4,-1,90
CC12CCC(C(=O)Nc3ccccc3-n3cccc3)(CC1=O)C2(C)C (configuration not stated),8,-6,2,3,14,0,0.0,-1.1,1,101
Cc1[nH]nc(NCCO)c1[N+](=O)[O-],6,-1,1,-5,9,11,-0.1,-2.8,3,100
O=C(NCC(=O)N1CCN(c2ccccc2F)CC1)c1ccc(Br)o1,2,7,3,15,-17,-9,0.5,-1.1,2,103
CCOC(=O)c1[nH]c2ccccc2c1NC(=O)Nc1ccc(OC)cc1,-5,-2,4,2,7,-11,-0.1,-2.8,2,94
O=C(CSc1nnc(-c2ccncc2)n1Cc1ccco1)c1ccc(Cl)cc1,4,28,32*,16,6,-1,0.0,2.8,-1,94
Cc1ccc(NC(=O)CC2S/C(=N/c3nccs3)N(C)C2=O)c(C)c1 (configuration not stated),5,-3,-3,nt,0,0,0.1,2.5,0,119
COc1ccc(CNC(=O)CSc2nc(-c3ccccc3)cc(-c3cccs3)c2C#N)cc1,2,0,3,-2,-6,-7,-0.4,-0.5,-6,101
O=C(CCNS(=O)(=O)c1ccc2c(c1)CCC(=O)N2)Nc1ccc(F)c(F)c1,6,-2,2,-8,-4,-4,-0.2,-2.8,2,94
COc1cccc(/C=C2\SC(=S)N(CCCC(=O)N(CCO)c3ccccc3)C2=O)c1,1,0,8,-5,-9,-3,0.4,-1.1,-5,104
COc1ccccc1C(=O)NC1CC(C)(C)NC(C)(C)C1,12,-7,4,20,-1,-15,-0.1,-0.4,0,98
CCOc1ccc(C2c3[nH]c4ccccc4c3CCN2C(=O)Cn2cncn2)cc1 (configuration not stated),8,5,2,12,6,-8,2.2,-3.4,0,96
COc1ccccc1N(C(=O)c1ccncc1)c1nc(-c2ccc([N+](=O)[O-])cc2)cs1,25,0,3,-2,-4,-1,0.6,-0.3,-5,82
COc1ccccc1N1CCN(C2CCCN(S(=O)(=O)c3cccc(Cl)c3)C2)CC1 (configuration not stated),15,0,-5,-3,-4,0,-0.1,-1.7,-4,97
Cc1cccc(N2CCN(C(=O)c3c(-c4ccccc4)noc3C)CC2)c1C,-17,8,0,-8,-3,-1,0.1,-3.5,14,101
CC1=CC(C)(C)N2C(=O)C3(C(C#N)=C(N)OC4=C3C(=O)CCC4)c3c(C)c(C)cc1c32 (configuration not stated),5,0,2,-6,-1,-12,0.3,0.4,-2,95
COc1ccc(/C=C/C(=O)NC2CCCCCC2)cc1S(=O)(=O)N1CCOCC1,1,5,-5,nt,8,0,0.1,0.4,2,101
N#Cc1c(C(F)(F)F)cc(-c2ccc(F)cc2)nc1SCC(=O)O,13,-1,-3,-7,-3,0,-0.1,-1.5,-1,103
O=C(NC(=S)NCCC1=CCCCC1)c1ccco1,10,-3,-4,-1,-11,10,0.3,10*,-1,100
Cc1nc(SCC(=O)OCc2ccccc2)c2c(=O)n(C)c(=O)n(C)c2n1,1,3,-3,-1,-9,3,-0.1,2.0,3,98
CCCCNS(=O)(=O)c1ccc2nc(-c3cccnc3)cc(C(=O)NCC(OC)OC)c2c1,-3,-7,10,11,-1,8,-0.1,0.5,4,97
CC(=O)c1cccc(Nc2cc(C)nc3c(C)cc(C)cc23)c1,1,-11,5,-5,4,-9,0.9,-3.2,67*,101
CCN(C(=O)CSc1nc2ccc(C)cc2[nH]1)C1CCS(=O)(=O)C1 (configuration not stated),9,0,2,-6,-4,-9,-0.1,0.0,1,100
CC(C)NC(=O)c1ccccc1NC(=O)C1CC(=O)N(C(C)C)C1 (configuration not stated),22,-2,4,-5,3,9,-0.1,1.0,2,100
CCc1ccc(-c2cc(C)no2)cc1S(=O)(=O)Nc1cc(C)ccn1,0,-2,4,1,-11,-3,0.2,-2.9,0,97
O=C(NC1CCCc2ccccc21)C12CC3CC(CC(O)(C3)C1)C2 (configuration not stated),-6,-1,8,nt,-5,-3,-0.1,-0.5,-6,100
Cc1ccc2nc(-c3ccc(NC(=O)c4ccco4)cc3)[nH]c2c1,-3,38,2,-6,12,4,0.3,-0.8,-2,99
COc1ccc(CN2CC(C(=O)NCCCN3CCN(C)CC3)CC2=O)cc1 (configuration not stated),2,-1,0,10,16,7,-0.1,0.5,1,95
CCOc1ccc(NC(=O)C2CCN(S(=O)(=O)c3c(C)noc3C)CC2)cc1,-2,4,0,-5,3,-15,0.0,-2.8,-1,98
COc1ccc([C@H]2CC(=O)C=C(c3cccc(C(C)C)c3)C2)cc1,3,-4,-19,10,-7,5,-0.2,2.6,-6,101
CCOC(=O)c1c(C)[nH]c(C(=O)COC(=O)c2ccccn2)c1C,-3,0,3,0,3,-1,-0.2,-2.3,3,96
CCOc1ccc(-n2ccc(=O)c(C(=O)O)n2)cc1,2,0,5,-1,5,-4,0.2,-1.3,-1,92
COc1ccc(CNC(=O)CCCn2nc(C)c([N+](=O)[O-])c2C)cc1,-1,-5,-1,0,6,1,-0.2,0.5,3,95
